H9c2 protect = cardioprotection against H2O2-induced cell death, primary screen, uHTS, H9c2 cells, ATPLite luminescence; H9c2 cardiomyocytes, H2O2 injury protection, 2 h; protection from H2O2 cell death, % at 20 µM; hit rate 0.63% among 360,000;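 active means compounds giving at least 50% protection of heart cells from peroxide-induced death in the single-dose screen, raw or plate-pattern-corrected value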;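 further: 0% = DMSO wells with peroxide and 100% = DMSO wells without peroxide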
N-glyco inh = increase of ERlucT glycosylation luciferase signal, primary screen, N-linked glycosylation inhibitor project, D54 ERlucT cells, luminescence, set 2 | reporter increase, % at 12.5 µM | AID 588692, 2011 | D54 ERlucT glycosylation luciferase reporter, 24 h; percent of 100 nM tunicamycin response | hit rate 0.23% among 360,000;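 active means mean luciferase reporter signal, scaled so untreated is 0 and the glycosylation-blocking control 100, at or above a set limit in every replicate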;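 further: luciferase carries N-glycosylation sites so blocking glycosylation raises the light; 0% = median of neutral control wells and 100% = median of 100 nM tunicamycin wells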
MC4R antagonist = MC4R antagonists of cAMP signaling, primary screen, cell-based, TR-FRET, antagonist arm of biased-ligand search | MC4R-expressing cells, MTII-stimulated cAMP, LANCE TR-FRET | Melanocortin receptor 4 (Homo sapiens), P32245 | inhibition, % at 6.5 µM | hit rate 0.48% among 360,000;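 active means inhibition above its plate's cutoff, the mean of tested wells on that plate plus 3 SD, cut at about 29% in these data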;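 further: 0% = Melanotan II alone and 100% = Melanotan II plus saturating MCL0020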
Target sequence (P32245 whole entry, looked up): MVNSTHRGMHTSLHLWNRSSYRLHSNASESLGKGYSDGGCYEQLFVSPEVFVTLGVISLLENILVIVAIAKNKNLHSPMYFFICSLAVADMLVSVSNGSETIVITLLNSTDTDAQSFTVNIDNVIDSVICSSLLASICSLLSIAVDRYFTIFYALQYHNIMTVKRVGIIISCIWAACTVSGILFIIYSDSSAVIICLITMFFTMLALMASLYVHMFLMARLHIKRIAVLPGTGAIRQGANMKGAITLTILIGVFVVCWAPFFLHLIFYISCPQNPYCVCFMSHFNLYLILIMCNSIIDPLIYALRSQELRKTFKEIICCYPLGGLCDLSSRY
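System: U2OS-MC4R stable cell line; Technique: Eu-cAMP/anti-cAMP TR-FRET, emission 671 nm; Repeats: single well per compound; Also added: Melanotan II; Dosing: one concentration, 6.5 µM nominal; Schedule: 30-min compound, 1-h challenge, 1-h detection, room temperature.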
MC4R barr agon = MC4R agonists recruiting beta-arrestin, primary screen, cell-based, luminescence, agonist arm of biased-ligand search | Melanocortin receptor 4 (Homo sapiens), P32245 | U2OS MC4R beta-arrestin complementation; percent of melanotan II response, DMSO zero | activation, % at 8.9 µM | hit rate 0.98% among 360,000;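 active means activation above a per-plate cutoff, the mean activation of sample wells on that plate plus 3 SD, cut at about 8% in these data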
HTR2A ag = mouse Htr2a agonists via beta-arrestin recruitment, primary screen, cell-based, luminescence; 5-hydroxytryptamine receptor 2A (Mus musculus), P35363; activation, % at 7.6 µM; CHO-K1 mHTR2A beta-arrestin complementation; percent of 30 µM serotonin response; hit rate 0.66% among 360,000;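 active means activation above a run cutoff, the mean activation of all tested compounds plus 3 SD, cut at about 14% in these data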;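 further: 0% = plate median of compound wells and 100% = 30 µM serotonin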
Target sequence (P35363 whole entry, looked up): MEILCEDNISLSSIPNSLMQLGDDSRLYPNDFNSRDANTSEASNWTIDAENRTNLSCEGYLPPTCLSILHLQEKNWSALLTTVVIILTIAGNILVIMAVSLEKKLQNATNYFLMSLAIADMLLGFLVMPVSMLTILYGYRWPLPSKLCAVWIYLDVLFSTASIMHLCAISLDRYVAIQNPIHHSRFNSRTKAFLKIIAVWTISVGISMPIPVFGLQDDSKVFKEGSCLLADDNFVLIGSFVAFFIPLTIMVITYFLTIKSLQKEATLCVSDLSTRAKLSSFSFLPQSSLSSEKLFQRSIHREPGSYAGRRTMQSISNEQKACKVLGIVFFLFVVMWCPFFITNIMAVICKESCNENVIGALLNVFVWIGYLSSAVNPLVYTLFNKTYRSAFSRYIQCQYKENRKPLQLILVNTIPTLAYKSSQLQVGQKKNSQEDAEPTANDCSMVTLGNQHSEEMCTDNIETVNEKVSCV
ABCB6 inh 2 = ABCB6 transporter inhibitors, primary screen, K562-ABCB6 cells, flow cytometry, MLPCN library | hit rate 0.19% among 360,000 | ATP-binding cassette sub-family B member 6 (Homo sapiens), Q9NP58 | fluorescence ratio to DMSO, % at 10 µM | K562-ABCB6 porphyrin accumulation, 1 h; stronger effect = lower value;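 active means fluorescence ratio to DMSO below 75%, the collection mean minus 3 SD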;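 further: signal is porphyrin accumulated inside mitochondria; 100% equals median channel fluorescence of DMSO control wells; lower ratio means ABCB6 inhibition with less porphyrin fluorescence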
NOD2-RIPK2 inh = NOD2-RIPK2 binding disruptors in cells, primary screen, fluorescence, CHO cells, BLA complementation | CCF4 ratio | inhibition, % at 4.98 µM | hit rate 0.38% among 360,000 | AID 624267, 2012; in the data active means inhibition above about 21%;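 further: 0% = vehicle only and 100% = reference blocker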
TLR9-MyD88 inh = inhibitors of TLR9-MyD88 association in cells, primary screen, cell-based, CHO, BLA complementation, fluorescence. inhibition, % at 4.98 µM. AID 504734, 2011. hit rate 0.21% among 340,000. CCF4 FRET ratio;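 active means inhibition above the mean over all tested compounds plus 3 SD, cut at about 21% in these data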;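 further: 0% = DMSO only wells and 100% = clavulanate BLA inhibitor control wells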
ABHD5 PLIN5 PPI = ABHD5-PLIN5 interaction inhibitors, primary screen, cell lysate, split luciferase complementation, luminescence. hit rate 0.78% among 360,000. inhibition, % at 4 µM. AID 602281, 2012. Perilipin-5 (Homo sapiens) + 1-acylglycerol-3-phosphate O-acyltransferase ABHD5 (Homo …. Split G. princeps luciferase complementation, 4 h;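 active means inhibition above the mean inhibition across every tested compound plus 3 SD, cut at about 22% in these data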;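 further: 0% = DMSO only wells and the 100% control is not disclosed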
SRC2 inh = inhibition of GAL4-SRC2 driven luciferase reporter, primary screen, SRC2 inhibitor project, cell-based, luminescence; inhibition, % at 9 µM; hit rate 0.17% among 370,000; Nuclear receptor coactivator 2 (Homo sapiens), Q15596; AID 651957, 2012; HEK293 GAL4-SRC2 luciferase reporter;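 active means inhibition above the mean inhibition of all tested compounds plus 3 SD, set per campaign, cut at about 52% in these data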;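 further: 0% = DMSO treated cells and 100% = cells given Gossypol at 36 µM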
* hit, by the source's call; . = not tested or not shown.

nr	molecule	H9c2 protect	N-glyco inh	MC4R antagonist	MC4R barr agon	HTR2A ag
1	CC(C(=O)O)c1ccc2c(c1)[nH]c1ccc(Cl)cc12 (centres undefined)	10	1	2	0.0	5
2	COc1ccc(S(=O)(=O)Nc2ccccc2N2CCOCC2)cc1[N+](=O)[O-]	2	-1	7	-0.6	2
3	CN(C)CCCN(C(=O)COc1ccc(Cl)cc1)c1nc2ccc(F)cc2s1	-3	-2	6	0.9	-6
4	CCn1c(CC(=O)Nc2ccc(C)cc2)nnc1SCC(=O)NCc1ccccc1	1	0	5	1.8	2
5	CCc1nnc(NC(=O)C(NS(=O)(=O)c2ccc3c(c2)OCCO3)C(C)C)s1 (centres undefined)	-2	3	5	0.5	-2
6	O=C(Nc1ccc2c(c1)OCCO2)Nc1ccc2c(c1)OCO2	-15	-17	11	-2.4	-7
7	CCC(CC)NC(=O)CSc1nnc(-c2ccc(OC)cc2)n1C(C)C	4	-2	14	-0.5	3
8	CC(=O)N1CCN(CC(=O)Nc2cc([N+](=O)[O-])ccc2Cl)CC1	0	1	-4	-1.4	-1
9	O=S(=O)(NCCCCNS(=O)(=O)c1c(F)cccc1F)c1ccc2c(c1)OCCO2	-1	1	7	-0.6	6
10	COc1ccc(CNC(=O)c2c(C)cc(=O)oc2C)cc1	2	0	-2	-0.8	0
11	Cc1nc2ccccc2n1CC(=O)NC1CCCC1	-9	-4	-2	0.6	7
12	O=C1C[C@H]2[C@H](CO)[C@@H](OC(=O)c3ccc(-c4ccccc4)cc3)C[C@H]2O1	-6	1	8	-0.9	2
13	Cc1cccc(C2c3[nH]c4ccccc4c3CCN2C(=O)c2cn(C)c3ccccc3c2=O)n1 (centres undefined)	2	0	-3	-2.0	-6
14	CCOCCCNC(=O)C(NC(=O)c1ccc(=O)[nH]c1)c1ccc(Cl)cc1 (centres undefined)	-8	0	10	1.9	-1
15	O=C(Nc1ccccn1)C12CC3CC(CC(C3)C1)C2	-3	4	13	-0.6	0

nr	ABCB6 inh 2	NOD2-RIPK2 inh	TLR9-MyD88 inh	ABHD5 PLIN5 PPI	SRC2 inh
1	112	-17	-7	-1	7
2	100	-2	-8	4	6
3	100	7	6	27*	-15
4	93	0	-3	0	-2
5	100	0	1	3	0
6	96	-5	-13	-2	-47
7	101	8	10	-1	10
8	87	5	1	2	-15
9	94	3	1	2	-8
10	101	-7	-9	-2	-27
11	95	0	11	3	11
12	92	-12	.	4	-18
13	107	-3	0	1	1
14	96	6	-9	9	2
15	97	-9	-3	3	-17

Next section
nr	molecule	H9c2 protect	N-glyco inh	MC4R antagonist	MC4R barr agon	HTR2A ag
16	CN(CCOc1ccccc1)CCOc1ccccc1	1	-1	-1	-1.1	-15
17	Cc1onc(-c2ccccc2)c1C(=O)Nc1ccc(OC(C)C)cc1	-2	-5	0	-0.3	-2
18	O=C(Nc1ccc(SC(F)F)cc1)C1=COCCO1	-9	-10	7	0.5	0
19	COC(=O)CSc1nnc(-c2cccc(NC(=O)c3ccc(C)cc3)c2)n1C	0	0	19	0.5	-1
20	CC(CN1CCCC1)OC(=O)c1ccccc1Cl (centres undefined)	6	-1	-2	0.8	1
21	Cc1ccc(C(C)C)c(OCC(=O)N/N=C2\CC(=O)CC(C)(C)C2)c1	-1	3	-4	-1.5	-1
22	CCN(CC)CCNc1nc(-c2ccccc2)c2c(c1C#N)CC(C)(C)OC2	3	2	6	-1.4	6
23	O=C(NCC(=O)N1CC=C(c2ccccc2)CC1)c1ccccc1Br	-1	2	12	-0.9	13
24	O=C1NC(CCO)C(=O)NC1CCO (centres undefined)	3	-1	4	-0.2	4
25	NC(=O)Cn1c(=O)n(CCCC(=O)NC2CCN(Cc3ccccc3)CC2)c(=O)c2ccccc21	3	1	1	0.3	-3
26	CCc1ccc(N/C(N)=N/c2nc(CSc3ncccn3)cc(=O)[nH]2)cc1	-14	5	-2	-2.0	-6
27	CC(=O)Nc1ccc(C(=O)COC(=O)c2nc3nc(C)cc(C)n3n2)cc1	5	3	10	-1.2	0
28	CC(NCc1ccccc1)C1COc2ccccc2O1 (centres undefined)	12	-1	1	1.4	9
29	Cn1cc(C(=O)NC2CCCCCCC2)c(=O)c2cc(S(=O)(=O)N3CCCC3)ccc21	4	4	16	-0.2	1
30	O=C(Nc1ccc(Cl)cc1)c1nc[nH]c1C(=O)NCCN(CCNC(=O)c1[nH]cnc1C(=O)Nc1ccc(Cl)cc1)CCNC(=O)c1[nH]cnc1C(=O)Nc1ccc(Cl)cc1	3	-3	3	0.1	3

nr	ABCB6 inh 2	NOD2-RIPK2 inh	TLR9-MyD88 inh	ABHD5 PLIN5 PPI	SRC2 inh
16	95	7	-3	-3	21
17	105	6	-4	-4	-5
18	101	-7	-1	-14	-25
19	105	8	-11	2	-3
20	99	-4	-1	3	9
21	98	-10	3	-10	2
22	97	-12	0	-1	-11
23	97	-6	-8	0	-4
24	100	5	-16	1	2
25	98	1	-8	-14	-4
26	101	-15	7	-1	-39
27	99	13	-4	-1	15
28	106	0	0	-3	-16
29	99	-8	-4	0	-34
30	95	-13	1	4	.

Record cards, from the list above.
Shown for CC(NCc1ccccc1)C1COc2ccccc2O1 (centres undefined) = H9c2 protect: 12; N-glyco inh: -1; MC4R antagonist: 1; MC4R barr agon: 1.4; HTR2A ag: 9; ABCB6 inh 2: 106; NOD2-RIPK2 inh: 0; TLR9-MyD88 inh: 0; ABHD5 PLIN5 PPI: -3; SRC2 inh: -16
Shown for O=C(NCC(=O)N1CC=C(c2ccccc2)CC1)c1ccccc1Br = H9c2 protect: -1; N-glyco inh: 2; MC4R antagonist: 12; MC4R barr agon: -0.9; HTR2A ag: 13; ABCB6 inh 2: 97; NOD2-RIPK2 inh: -6; TLR9-MyD88 inh: -8; ABHD5 PLIN5 PPI: 0; SRC2 inh: -4
Shown for O=C(Nc1ccc(Cl)cc1)c1nc[nH]c1C(=O)NCCN(CCNC(=O)c1[nH]cnc1C(=O)Nc1ccc(Cl)cc1)CCNC(=O)c1[nH]cnc1C(=O)Nc1ccc(Cl)cc1 = H9c2 protect: 3; N-glyco inh: -3; MC4R antagonist: 3; MC4R barr agon: 0.1; HTR2A ag: 3; ABCB6 inh 2: 95; NOD2-RIPK2 inh: -13; TLR9-MyD88 inh: 1; ABHD5 PLIN5 PPI: 4; SRC2 inh: .

Following part
nr	molecule	H9c2 protect	N-glyco inh	MC4R antagonist	MC4R barr agon	HTR2A ag
31	C[C@@H]1CN(Cc2nc(Cc3ccccc3F)no2)C[C@H](C)O1	-4	0	33*	0.8	2
32	CC(=O)N1c2ccc(S(=O)(=O)NCC3CCC(C(=O)Nc4ncccc4C)CC3)cc2CC1C (centres undefined)	-5	2	8	-3.5	3
33	Cc1c(C(=O)NCCC2=CCCCC2)oc2ccc(S(=O)(=O)N3CCOCC3)cc12	16	-4	20	2.1	4
34	O=C(N1CCOCC1)N1c2ccccc2CC(N2CCOCC2)c2ccccc21 (centres undefined)	1	-1	2	-0.9	-2
35	[O-]C1=N/[N+](=C/c2ccccc2Cl)CC1	10	-2	8	0.7	1
36	COc1ccc(OC)c(S(=O)(=O)NC(=O)C2(C)CCN2C(=O)C2(c3ccc(Cl)cc3)CC2)c1 (centres undefined)	-3	2	23	-0.8	0
37	CCCn1c(N)c(Br)c(=O)[nH]c1=O	26	3	9	0.5	1
38	Cc1cc(C)n(-c2ccc(C(=O)OCC(=O)Nc3ccc([N+](=O)[O-])cc3)cc2)n1	-6	2	12	2.1	-4
39	CC(=O)Nc1sc2c(c1CN1CCN(C)CC1)CCCC2	8	-2	0	-0.8	-1
40	COCCNC(=O)c1cccc(OC2CCN(Cc3ccc(F)cc3OC)CC2)c1	4	-3	-4	-1.3	-5
41	COc1ccc(CCN=C(N)NS(=O)(=O)c2cc(F)ccc2F)cc1	-1	-2	-4	-2.3	2
42	Cc1cc(CNC(=O)COc2c(F)c(F)cc(F)c2F)c2ccccc2n1	-5	-1	9	-2.4	3
43	COc1ccc(S(=O)(=O)N(CC(=O)NCc2ccco2)c2ccc(C)cc2)cc1OC	1	2	13	1.8	1
44	O=C(Nc1nc(-c2ccc(Cl)cc2Cl)cs1)c1ccc(OCC2CCCO2)cc1 (centres undefined)	-5	0	3	-1.6	2
45	O=S(=O)(c1cccc(-c2csc(N/N=C/c3ccco3)n2)c1)N1CCOCC1	6	-4	5	-2.8	2

nr	ABCB6 inh 2	NOD2-RIPK2 inh	TLR9-MyD88 inh	ABHD5 PLIN5 PPI	SRC2 inh
31	97	-2	-4	-7	-19
32	100	-1	-13	-2	-11
33	96	8	6	-4	3
34	105	-2	-4	9	-2
35	99	7	3	7	3
36	98	11	.	10	-15
37	97	2	8	0	13
38	102	-1	-5	-2	-9
39	99	0	0	3	1
40	108	-5	-8	0	-10
41	100	-1	-13	-2	0
42	98	-8	-1	1	-4
43	90	8	7	-6	7
44	102	-6	0	-3	-3
45	93	-11	-13	7	7

The final 2 entries of the part above come first, to join the parts.
nr	molecule	H9c2 protect	N-glyco inh	MC4R antagonist	MC4R barr agon	HTR2A ag
44	O=C(Nc1nc(-c2ccc(Cl)cc2Cl)cs1)c1ccc(OCC2CCCO2)cc1 (centres undefined)	-5	0	3	-1.6	2
45	O=S(=O)(c1cccc(-c2csc(N/N=C/c3ccco3)n2)c1)N1CCOCC1	6	-4	5	-2.8	2
46	CCc1ccccc1NC(=O)CN(C)Cc1nc(N)nc(Nc2ccccc2C)n1	6	4	8	-1.2	-3
47	CC(=O)c1ccc(-c2nnc(CCC(=O)N(C)Cc3cnc4ccccn34)o2)s1	9	2	21	1.1	4
48	CCOc1ccc(C2Oc3nc(SC)nnc3-c3ccccc3N2C(C)=O)cc1OC (centres undefined)	13	-1	4	-1.7	-1
49	Cc1ccc(-c2nc(S(=O)(=O)c3ccc(F)cc3)c(SCC(=O)NCC3CCCO3)o2)cc1 (centres undefined)	-2	1	2	-2.1	-1
50	Cc1c(OCc2nn[nH]n2)ccc2c3c(c(=O)oc12)CCC(C)C3 (centres undefined)	4	2	-2	0.3	4

nr	ABCB6 inh 2	NOD2-RIPK2 inh	TLR9-MyD88 inh	ABHD5 PLIN5 PPI	SRC2 inh
44	102	-6	0	-3	-3
45	93	-11	-13	7	7
46	89	-1	16	-1	-30
47	100	3	8	-1	-8
48	101	-5	-5	-3	-10
49	98	-5	2	-3	-35
50	95	-1	3	0	-20

Bioassay records from PubChem BioAssay.

Some of the compounds tested. The share of hits here may be higher or lower than overall.
